D1 ag: human D1 receptor agonism; 1% of 360,000 active; activation, % at 2 µM; HEK293 T-REx D1 cells, calcium flux, agonist mode; P21728; in the data active = activation above about 30%; note: 0% is about no effect
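Agonism was scored from calcium flux recorded over 180 s (1 read/s) after pintool compound addition, following a 10-cycle baseline. Cells were inducible force-coupled HEK293 TREx D1, plated overnight at 30 C and loaded with no-wash calcium dye.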
D1 antag: human D1 dopamine receptor antagonism. HEK293 TREx D1 cells, calcium flux, dopamine EC80; active compounds read low. 3.2% of 360,000 active. P21728. activity change, negative = inhibition, % at 10 µM; in the data active = activity change below about -30%; note: % is set by controls: 0 for no effect and ±100 for the full control effect
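Inducible Hek293 Trex D1 cells (tetracycline, overnight, 30 C). Calcium dye 30–90 min RT. Antagonist mode: EC80 dopamine added after 180 s compound read.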
RXFP1 antag: blocks the human relaxin receptor RXFP1; Q9HBX9; HEK293-RXFP1, relaxin-stimulated cAMP HTRF, 30 min; active compounds read low; activity change, negative = inhibition, % at 57.5 µM; 0.59% of 350,000 active; AID 1259400;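 active = activity change of -60% or lower, but not beyond a set lower limit; inconclusive = change between -60% and -40%, or beyond the set limit; inactive = change above -40%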; note: % is set by controls: 0 for no effect and ±100 for the full control effect
D1 potentiator: human D1 dopamine receptor positive modulation. P21728. HEK293 TREx D1 cells, calcium flux, dopamine EC20 potentiation. potentiation, % at 10 µM. 0.036% of 360,000 active; in the data active = potentiation above about 30%; note: 0% is about no effect
Vif-APOBEC3G blk: Vif-A3G binding inhibition; Q9HC16; HeLa A3G-eYFP + Vif (tagged APOBEC3G with the HIV-1 protein that degrades it), YFP fluorescence, overnight; Potency, µM (series often up to 46.1 µM), for inactives: at the top dose activity, negative = active, usual class: inhibitors; 0.076% of 410,000 active;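 note: potency is the fitted concentration of half-maximal effect; % is set by controls: 0 for no effect and ±100 for the full control effect; nearly all actives have a fitted effect of over 60% in size; hits raise eYFP signal because A3G escapes Vif-driven loss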
Target sequence (Q9HC16 whole entry, looked up): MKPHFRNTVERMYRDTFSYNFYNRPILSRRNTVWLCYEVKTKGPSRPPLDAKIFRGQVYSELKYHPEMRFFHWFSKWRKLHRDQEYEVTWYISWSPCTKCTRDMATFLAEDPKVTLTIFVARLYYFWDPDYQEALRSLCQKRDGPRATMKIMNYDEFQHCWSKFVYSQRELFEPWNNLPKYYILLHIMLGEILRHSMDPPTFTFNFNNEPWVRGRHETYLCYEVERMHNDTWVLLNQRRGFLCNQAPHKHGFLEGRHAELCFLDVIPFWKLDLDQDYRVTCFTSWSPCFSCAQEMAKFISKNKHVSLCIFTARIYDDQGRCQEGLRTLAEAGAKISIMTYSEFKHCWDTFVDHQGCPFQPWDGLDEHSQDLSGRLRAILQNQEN
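HeLa cells stably expressing Vif and C-terminally eYFP-tagged A3G, seeded overnight at 37 deg C, then exposed to compound by pintool overnight at 37 deg C. Rise in yellow fluorescence (Ex 488/Em 500-530, Acumen) marks blocked Vif-driven A3G degradation.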
Vif-A3F inh: blocks the Vif interaction with APOBEC3F; HeLa A3F-eYFP + Vif (tagged APOBEC3F with the HIV-1 protein that degrades it), YFP fluorescence increase; Potency, µM (series often up to 46.1 µM), for inactives: top-dose activity, negative = active; 0.2% of 390,000 active; note: potency is the fitted concentration of half-maximal effect; % of control where 0% means no effect; nearly all actives have a fitted effect of over 65% in size
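HeLa cells stably expressing A3F-eYFP plus Vif, plated and incubated overnight at 37 deg C, then exposed to compounds overnight at 37 deg C. Blocked degradation read as raised yellow fluorescence (Ex 488/Em 500-530).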
D2 PAM: D2 dopamine receptor (human) potentiation; P14416; HEK293 T-REx D2, calcium flux, EC20 dopamine potentiation; potentiation, % at 10 µM; 0.34% of 340,000 active; AID 485347;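 active = potentiation over 3 SD above the plate norm, cut at about 30% in these data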; note: 0% is about no effect
Target sequence (P14416 whole entry, looked up): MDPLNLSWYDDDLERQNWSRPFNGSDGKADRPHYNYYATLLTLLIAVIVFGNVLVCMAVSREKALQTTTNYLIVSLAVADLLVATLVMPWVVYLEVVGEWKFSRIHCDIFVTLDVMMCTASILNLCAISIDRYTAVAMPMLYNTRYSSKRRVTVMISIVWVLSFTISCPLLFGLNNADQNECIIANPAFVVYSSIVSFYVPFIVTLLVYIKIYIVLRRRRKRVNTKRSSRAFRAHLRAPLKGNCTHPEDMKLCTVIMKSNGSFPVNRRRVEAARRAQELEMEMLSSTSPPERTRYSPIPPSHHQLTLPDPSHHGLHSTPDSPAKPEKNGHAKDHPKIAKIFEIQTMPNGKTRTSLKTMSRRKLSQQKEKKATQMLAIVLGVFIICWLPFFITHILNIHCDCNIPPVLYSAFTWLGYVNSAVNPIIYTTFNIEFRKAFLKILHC
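Tetracycline-induced HEK293 T-REx cells force-coupled to calcium signalling expressed D2; compounds were pin-added after a 10 s baseline, read kinetically 180 s, then an EC20 dopamine challenge followed with a further 180 s calcium read.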
Glioma ERSR ind: ER stress response induction in glioma; AID 602332; U87-MG GRP78 promoter luciferase reporter, 16 h; 0.02% of 420,000 active; Potency, µM, for inactives: at the highest dose activation, usual class: activators; note: potency is the fitted concentration of half-maximal effect; series mostly up to about 76 µM; % of control where 0% means no effect; nearly all actives have a fitted effect of over 35% in size
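ERSR induction read as luciferase luminescence (Bright-Glo, 10 min at room temperature) in stably transfected human U87-MG glioma cells exposed to compounds for 16 h, using GRP78 as sensor.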
RXFP1 agonist: RXFP1 (human) receptor agonism | 0.3% of 370,000 active | HEK293T-RXFP1 cAMP TR-FRET, 30 min; response scale: percent of porcine relaxin response, buffer zero | AID 2676 | Q9HBX9 | Potency, µM (doses to about 57.5 µM), for inactives: top-dose activation, actives largely listed as activators; note: potency is the fitted concentration of half-maximal effect; % is set by controls: 0 for no effect and ±100 for the full control effect; nearly all actives have a fitted effect of over 60% in size; many of its hits are not listed in these tables
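HEK293T cells stably expressing RXFP1 were pretreated with the PDE4 inhibitor Ro 20174, exposed to compounds for 30 min at 37C, lysed, and cAMP was read by TR-FRET. Data normalized to buffer (basal) and 29 nM porcine relaxin (100%).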
Numbers without * were called inactive; ? = inconclusive; . = not tested or not shown. Unless noted, calls come from the whole dose curve; as a rule, active = well fitted curve in the direction sought with a large enough effect; inconclusive = small, poorly fitted or top-dose-only effect, or another doubt; inactive = no such curve, though single readings can be large; an effect the other way counts as inactive or inconclusive. The list is partial; count on the stated rates, not on these rows.

#	compound	D1 ag	D1 antag	RXFP1 antag	D1 potentiator	Vif-APOBEC3G blk	Vif-A3F inh	D2 PAM	Glioma ERSR ind	RXFP1 agonist
1	CC(OC(=O)CNC(=O)C12CC3CC(CC(C3)C1)C2)C(=O)Nc1ncc(Cl)cc1Cl (configuration not stated)	2	-5	-4	-4	-1%	-4%	-1	-1%	-3.5%
2	Cc1ccc(C)c(S(=O)(=O)N2CCC(c3nc4c(nnn4Cc4ccc5c(c4)OCCO5)c(=O)[nH]3)CC2)c1	8	-2	-3	-4	-6%	-7%	-2	-9%	-0.2%
3	COc1cc(C(=O)Nc2scc(-c3ccc(C)cc3)c2C(=O)O)cc(OC)c1OC	6	10	3	1	-2%	-2%	-1	-4%	-2.1%
4	O=[N+]([O-])c1ccc(NC2CCN(Cc3ccccc3)CC2)c([N+](=O)[O-])c1	4	16	4	-6	0%	-6%	-7	-5%	0.2%
5	CC1(C)C2CC=C(/C=N/NC(=O)C3CC3)C1C2 (configuration not stated)	3	-13	-4	-1	1%	-15%	4	-3%	3.0%
6	CCOc1cccc2cc(-c3csc(NC(=O)CCC(=O)NCCCN4CCC(C)CC4)n3)c(=O)oc12	1	5	.	15	.	.	-2	.	3.1%
7	CC(C)OCCCNc1nc2c(c(=O)n(Cc3ccccc3F)c(=O)n2C)n1C	1	-5	-5	1	0%	-1%	-1	-2%	0.4%
8	CCn1cc(C(=O)N2CCCC2)c(=O)c2cc(S(=O)(=O)N3CCC(C)CC3)ccc21	4	7	-3	-1	-3%	-5%	-5	-3%	4.0%
9	CC1CC(C)(C)NC(=S)N1CCCC(=O)Nc1ccc(F)cc1 (configuration not stated)	0	-3	12	-8	-3%	1%	-5	-1%	0.8%
10	COC(=O)c1sccc1NC(=O)COc1ccc(F)cc1Cl	7	8	-2	3	-10%	-8%	-2	1%	7.2%
11	CC(=O)C1=C(C)NC(SCC(=O)Nc2nccs2)=C(C#N)C1c1ccccc1Cl (configuration not stated)	2	-8	-15	12	-12%	1%	5	-3%	-0.4%
12	O=C(CC(NC(=O)c1ccccc1Cl)c1ccccc1)NCCc1ccc(Cl)cc1 (configuration not stated)	3	-5	.	-6	-1%	-7%	-2	-3%	1.5%
13	O=C(NCc1nnc2c(C(F)(F)F)cc(Cl)cn12)c1cccnc1	3	20	4	-7	6%	0%	0	-4%	16µM*
14	CCOC(=O)c1c(C)n(C)c2cc(OCCN(CC)CC)ccc12	2	-11	-12	5	1%	-9%	7	-3%	-0.1%
15	N#CC1CC(c2ccc([N+](=O)[O-])cc2)=NN1c1ccc([N+](=O)[O-])cc1 (configuration not stated)	34*	19	-13	-4	-27%	?	-2	0%	-0.4%
16	Cc1ccc2c(c1)C1CN(C)CCC1N2Sc1ccccc1[N+](=O)[O-] (configuration not stated)	20	-95*	0	-8	0%	-4%	-22	-1%	1.7%
17	CN(C)c1ccc(C(CC(=O)O)C(=O)O)cc1 (configuration not stated)	2	4	?	-3	0%	-11%	.	-3%	0.9%
18	O=C(COC(=O)c1ccc2c(c1)OCO2)Nc1ccccc1OC(F)F	.	.	2	.	1%	4%	.	-5%	.
19	CCOc1ccc(CCNC(=O)COC(=O)CNC(=O)c2ccc(Br)o2)cc1OCC	3	6	4	-1	-7%	12%	5	-1%	0.2%
20	CCOC(=O)c1c(-c2cccc([N+](=O)[O-])c2)csc1NC(=O)C1CC1	1	1	1	-6	1%	-9%	8	-1%	2.0%
21	Cc1cc(C)n(CCC(=O)N2c3ccccc3CC2C)n1 (configuration not stated)	7	4	-1	5	3%	-6%	1	-4%	0.7%
22	CS(=O)(=O)N(CC(=O)N1CCCCC1)C1CCCCC1	4	6	-3	-2	-3%	0%	-9	-5%	2.4%
23	Cc1ccc(-n2c(SCc3ccccc3)nc3c([nH]c4ccccc43)c2=O)cc1	-1	-33*	.	-1	3%	0%	-5	-3%	?
24	COc1cccc(NC(=O)CCS(=O)(=O)c2cccs2)c1	0	19	0	6	-4%	0%	7	6%	0.2%
25	CN[C@H]1C[C@H]2c3[nH]c4ccc(-c5ccc(OC)cc5)cc4c3CCN2C(=O)[C@H]1[C@H](C)O	.	.	-24	.	-12%	-1%	.	-7%	.

Reformatted: entries from further up.
Results follow in this order: D1 ag, D1 antag, RXFP1 antag, D1 potentiator, Vif-APOBEC3G blk, Vif-A3F inh, D2 PAM, Glioma ERSR ind, RXFP1 agonist
23	Cc1ccc(-n2c(SCc3ccccc3)nc3c([nH]c4ccccc43)c2=O)cc1
  -1, -33*, ., -1, 3%, 0%, -5, -3%, ?
24	COc1cccc(NC(=O)CCS(=O)(=O)c2cccs2)c1
  0, 19, 0, 6, -4%, 0%, 7, 6%, 0.2%
25	CN[C@H]1C[C@H]2c3[nH]c4ccc(-c5ccc(OC)cc5)cc4c3CCN2C(=O)[C@H]1[C@H](C)O
  ., ., -24, ., -12%, -1%, ., -7%, .

The listing continues:
#	compound	D1 ag	D1 antag	RXFP1 antag	D1 potentiator	Vif-APOBEC3G blk	Vif-A3F inh	D2 PAM	Glioma ERSR ind	RXFP1 agonist
26	Cc1ccc(N2C(=O)c3oc4cc(C)c(C)cc4c(=O)c3C2c2cccc(O)c2)nc1 (configuration not stated)	3	-2	-12	1	-1%	1%	-9	0%	-1.1%
27	O=C(CN1C(=O)CSc2ccc(S(=O)(=O)N3CCOCC3)cc21)NCCc1ccccc1	.	.	5	.	2%	0%	.	-5%	.
28	COC(=O)CSc1nnc(-c2ccoc2C)n1-c1ccc(C)cc1	1	-1	5	5	0%	.	-9	-6%	0.2%
29	N#C/C(=C(/O)c1cccs1)c1nc2ccccc2[nH]1	3	0	1	-2	-9%	-5%	-3	9%	25%
30	CCOc1cc(/C=C(\C#N)C(=O)Nc2ccccc2C(=O)O)ccc1OC(=O)c1ccc(C)cc1	-1	6	-10	-7	0%	-1%	7	-3%	2.4%
31	CCC(=O)N1CCN(c2ccc(NC(=O)c3ccc(-c4ccccc4)cc3)cc2)CC1	1	-14	.	-3	.	.	8	.	-2.6%
32	FC(F)C(F)(F)c1cc(-c2ccc(Cl)cc2)n[nH]1	86*	-46*	?	1	2%	2%	6	1%	-1.2%
33	CC1(c2ccc(OC(F)F)cc2)NC(=O)N(CC(=O)Nc2ccc(Cl)cc2F)C1=O (configuration not stated)	36*	-13	-10	0	3%	-4%	-7	8%	3.2%
34	CCn1ccnc1CN(C)Cc1cn(-c2ccccc2)nc1-c1ccc(OC)cc1F	0	-7	-8	4	7%	?	-8	0%	-0.7%
35	CSCCC(C)N1CCC(Oc2ccc(C(=O)N3CCCC3)cc2)CC1 (configuration not stated)	7	0	-3	5	-1%	-25%	9	-4%	-1.6%
36	N[C@@]12CCc3nonc3[C@]1(O)CC(c1ccccc1)=[N+]2[O-]	1	11	0	2	0%	4%	5	-2%	-0.7%
37	Cn1ccnc1SCC(=O)Nc1ccc(Cl)cn1	5	3	-1	1	-8%	-8%	-5	1%	1.6%
38	CCC(C)(C)NC(=O)CN(CCc1cccc(C)c1)C(=O)c1csnn1	5	1	-3	-4	-8%	-32%	-1	-3%	0.4%
39	COc1ccc(C(=O)Nc2ccc(S(=O)(=O)N3CCN(C)CC3)cc2)cc1[N+](=O)[O-]	0	6	3	7	-2%	1%	0	-4%	0.9%
40	CCOc1ccc(-n2c(C)cc(C(=O)CCl)c2C)cc1	0	-9	-26	-5	?	7%	0	-14%	0.1%
41	Cc1cc(NC(=O)C2CCN(S(=O)(=O)c3cccc4nsnc34)CC2)ccc1Br	1	-22	.	-1	3%	-11%	8	-3%	3.2%
42	CCc1cc2cc(C)ccc2nc1SCC(=O)NNC(=O)c1ccco1	34*	12	-10	.	3%	12%	-1	-5%	0.2%
43	c1ccc(OCc2nnc(-c3ccccc3)o2)cc1	2	4	-14	-1	-1%	0%	3	6%	0.6%
44	COc1ccc(NC(=O)c2coc(=O)c3ccccc23)cc1OC	0	-9	-11	-5	6%	2%	20	0%	4.2%
45	O=C(O)c1cccc(Nc2nc(-c3ccc([N+](=O)[O-])cc3)nc3ccccc23)c1	4	4	-10	-4	0%	3%	1	-4%	21%
46	CCOc1ccccc1OCc1nn2c(COc3ccccc3)nnc2s1	2	-14	26	10	-8%	-5%	6	-1%	1.3%
47	COC(=O)[C@@]12CCCN1[C@H](c1ccc(-c3cccc(Cl)c3)cc1)[C@H]1C(=O)N(C)C(=O)[C@H]12	3	0	.	-6	5%	-5%	1	-1%	0.2%
48	Cc1cc(C)c2c(N)c(C(=O)Nc3ccccc3F)sc2n1	1	-1	-7	-3	0%	0%	1	6%	-1.7%
49	Cc1cccc(-n2nc3c(c2NC(=O)CCCl)CSC3)c1	2	-4	-8	-1	-1%	-4%	5	0%	0.2%
50	S=C1NC(c2cccs2)=CC(c2ccc(Br)cc2)N1 (configuration not stated)	1	-2	-11	-2	-4%	-25%	9	-3%	-1.9%
51	O=C(Nc1ccnn1C1CCN(C(=O)c2ccc(C(F)(F)F)cc2)CC1)C1CC1	0	-22	-2	-2	1%	-7%	-2	-3%	1.7%
52	CC(=O)Nc1ccc(N2C(=O)CSC2c2c(F)cccc2Cl)cc1 (configuration not stated)	4	-7	-14	-5	-11%	-1%	.	2%	0.6%
53	C=CCNC(=O)C1=NN(c2c(F)c(F)cc(F)c2F)C(=O)CC1	3	0	-9	-1	0%	11%	8	-5%	0.4%

Assay outcomes as filed in PubChem BioAssay.
